# From PubChem
# WRN helicase inh: WRN helicase (human) inhibition | WRN helicase unwinding, fluorescent forked duplex, kinetic | actives 0.46% (n = 360,000) | Potency, µM (series often up to 114 µM), inactives show at the highest dose activity change, negative = inhibition, hits mostly inhibitors; note: potency is the fitted concentration of half-maximal effect; % is set by controls: 0 for no effect and ±100 for the full control effect; nearly all actives have a fitted effect of over 55% in size
#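 WRN at 20 nM final was preincubated with compound for 15 min at room temperature; reaction started with 100 nM forked duplex oligonucleotide carrying fluorophore and quencher plus 2 mM ATP (final). Unwinding followed kinetically by red fluorescence (ex 525/em 598 nm).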
# SW480 rerep: induces DNA re-replication in SW480 colon adenocarcinoma cells; actives 1.8% (n = 340,000); SW480 DNA re-replication, Hoechst DNA content imaging, 48 h; AID 624297; Potency, µM (doses to about 46.1 µM), without a hit: at the highest dose re-replication activation, usual class: activators; note: potency is the fitted concentration of half-maximal effect; % of control where 0% means no effect; nearly all actives have a fitted effect of over 55% in size
#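 Hoechst fluorescence of nuclei (405 nm excitation, 500-530 nm emission) measured by plate-scanning imager after 48 hr compound exposure at 37 C; re-replication scored as increased number of nuclei with elevated intensity.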
# ATXN2 expr inh: reduces ATXN2 reporter expression in HEK-293 cells; HEK-293 ATXN2-luciferase reporter, luminescence, 24 h; Potency, µM (top dose mostly 57 µM), for inactives: at the top dose activity change, negative = inhibition, hits mostly inhibitors; actives 0.72% (n = 360,000); note: potency is the fitted concentration of half-maximal effect; % is set by controls: 0 for no effect and ±100 for the full control effect; nearly all actives have a fitted effect of over 55% in size
#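 ATXN2-luciferase reporter cells (luciferase flanked by upstream and downstream ATXN2 gene portions) were treated 24 h at 37 °C with compounds at up to 57 uM. SteadyGlo luminescence gave expression; GF-AFC fluorescence gave viability.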
# KB-3-1 tox: kills parental KB-3-1 adenocarcinoma cells | actives 1.4% (n = 400,000) | Potency, µM (top dose mostly 46.1 µM), for the others: at the highest dose activity change, negative = cytotoxic, actives largely listed as cytotoxic | KB-3-1 viability, CellTiter-Glo ATP luminescence, 72 h; note: potency is the fitted concentration of half-maximal effect; % is set by controls: 0 for no effect and ±100 for the full control effect; nearly all actives have a fitted effect of over 60% in size
#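 Multi-concentration cytotoxicity screen in KB-3-1 cells grown in DMEM lacking phenol red with 10% FBS. After 72 h at 37 °C with compound, ATP-dependent luminescence was recorded.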
# KB-V1 MDR tox: KB-V1 MDR subline cytotoxicity | KB-V1 MDR cells viability, CellTiter-Glo, 72 h | Potency, µM (titrated, usually from 46.1 µM), without a hit: at the top dose activity change, negative = cytotoxicity, actives largely listed as cytotoxic | actives 3.4% (n = 400,000) | AID 1347076; note: potency is the fitted concentration of half-maximal effect; % is set by controls: 0 for no effect and ±100 for the full control effect; nearly all actives have a fitted effect of over 60% in size
#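 KB-V1, DMEM (no phenol red) + 10% FBS; cpd pin-transferred, titration series; 72 h, 37 degrees C; CellTiter-Glo, luminescence. Data normalized, curve-fit.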
# HT1080-NT tox: kills 2HG-producing HT-1080-NT fibrosarcoma cells; HT-1080-NT fibrosarcoma viability, CellTiter-Glo ATP luminescence, 48 h; Potency, µM (series often up to 46.1 µM), without a hit: at the top dose activity, negative = less viability, hits mostly cytotoxic; actives 1.6% (n = 360,000); AID 686970;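 note: NT is the 2HG producing partner of a matched IDH1 knockdown line; potency is the fitted concentration of half-maximal effect; 0% = DMSO-treated cells and -100% = media-only wells without cells; nearly all actives have a fitted effect of over 55% in size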
#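 Read-out is CellTiter-Glo luminescence after 10 minutes at room temperature, following 48 hours' compound treatment of HT-1080-NT cells (750 cells/well, RPMI, 5% FBS, 37 degrees C).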
# IL-1B inflam inh: inhibitors of inflammasome signaling (IL-1 beta secretion). THP-1 LPS/ATP IL-1B secretion, AlphaLISA, 16 h; hits give low values. AID 743279. activity change, % at 57.5 µM. actives 4.7% (n = 360,000); in the data active = activity change below about -50%; inconclusive = mostly about -30% to -49%; note: % is set by controls: 0 for no effect and ±100 for the full control effect
#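 THP-1 cells pretreated 1 hr with compounds (up to 57.5 uM final), then stimulated with LPS (250 ng/mL final) plus ATP (1.25 mM final); secreted IL-1B measured by AlphaLISA after 16 hr, decreased signal indicating inhibition.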
# HT1080 IDH1KD tx: toxicity to HT-1080 IDH1 knockdown cells (counter line); Potency, µM (titrated, usually from 46.1 µM), without a hit: at the highest dose activity, negative = toxicity, most hits filed as cytotoxic; actives 2% (n = 360,000); HT-1080 IDH1 knockdown viability, ATP luminescence, 48 h; AID 686971;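 note: potency is the fitted concentration of half-maximal effect; 0% = DMSO wells and -100% = cell-free medium wells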
#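 IDH1KD HT-1080 cells, 750/well, RPMI + 5% FBS; compound pinned after 2 h settling; 48 h, 37 °C; CellTiter-Glo luminescence; % activity normalised to DMSO and no-cell wells; curves fitted, classed by r2 and efficacy.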
# MCF10A rerep: DNA re-replication induction in MCF 10a cells. AID 624296. actives 2.9% (n = 350,000). MCF 10A DNA re-replication, Hoechst nuclear intensity, 48 h. Potency, µM (highest dose often 46.1 µM), without a hit: top-dose activity, positive = re-replication, hits mostly activators; note: potency is the fitted concentration of half-maximal effect; % of control where 0% means no effect; nearly all actives have a fitted effect of over 50% in size
# Starred values were filed as active, the others as inactive; i = inactive; ? = inconclusive; / = no result given; [ ] = dose if it differs, or a comment. Unless noted, calls come from the whole dose curve; as a rule, active = well fitted curve in the direction sought with a large enough effect; inconclusive = small, poorly fitted or top-dose-only effect, or another doubt; inactive = no such curve, though single readings can be large; an effect the other way counts as inactive or inconclusive.
smiles	WRN helicase inh	SW480 rerep	ATXN2 expr inh	KB-3-1 tox	KB-V1 MDR tox	HT1080-NT tox	IL-1B inflam inh	HT1080 IDH1KD tx	MCF10A rerep
CC(=O)c1ccc(NC(=O)Nc2ncn(Cc3cccc(C)c3)n2)cc1	-11%	-3%	8%	-1%	16µM*	-2%	13	16%	-2%
Cc1cccc(NC(=O)CNC(=O)CN2CCN(C)CC2)c1C	-4%	-7%	-14%	0%	12%	-3%	4	2%	-9%
CCOc1ccc(-c2nnc(-c3cccnc3)o2)cc1OCC	2%	-9%	2%	?	?	-13%	-7	2%	19%
COCCNC(=O)Nc1ccc2nc(-c3ccco3)c(-c3ccco3)nc2c1	14µM*	1%	-14%	-2%	-10%	-1%	0	-10%	-12%
CCOC(=O)c1c(-c2ccc(C)s2)csc1NC(=O)c1cccs1	1%	-15%	-4%	9%	24%	0%	2	5%	10%
COc1ccc(-c2nnc(NC(=O)c3cc(C)on3)s2)cc1	-7%	2%	5%	-17%	-26%	9%	-1	12%	11%
Cc1ccc(NC(=O)CN(C)C(=O)Cc2coc3cc(C)c(C)cc23)cc1	1%	-26%	5%	-3%	3%	0%	38	-6%	3%
CC(C)=CCN1CCN(Cc2cccc3c2OCO3)CC1CCO (configuration not stated)	-5%	0%	-23%	2%	-23%	-5%	-6	7%	0%
COc1ccc(C(C)(O)c2nc(-c3ccoc3)cs2)cc1 (configuration not stated)	-4%	/	9%	0%	4%	19%	9	-15%	/
CCc1ccc(NC(=O)CNC(=O)[C@@H]2Cc3ccccc3CN2)cc1	-6%	-9%	2%	2%	20%	-2%	20	5%	0%
Cc1ccc(CNC(=O)C2CCN(S(=O)(=O)N3CCCCC3)CC2)cc1	-10%	-3%	-1%	-2%	-12%	1%	22	4%	-5%
CCC(C)(C)NC(=O)C(c1ccncc1)N(C(=O)Cn1nnc2ccccc21)c1cc2c(cc1C(C)=O)OCO2 (configuration not stated)	-17%	-3%	-5%	9%	-6%	13%	7	16%	?
Cc1csc(SCC(=O)N2CCCC2)n1	-7%	-5%	-24%	16%	?	14%	-11	17%	0%
C/C(N)=C(/C#N)C(=O)COC(=O)c1cc2c(s1)CCCC2	-3%	30%	-3%[11.3 µM]	-2%	-12%	?	-15	-15%	2%
O=C(C1COc2ccccc2O1)N1CCN(c2ccccn2)CC1 (configuration not stated)	10%	-1%	9%	-3%	-22%	3%	-3	13%	0%
CN(C(=O)c1cccc(NC(=O)Cc2ccc([N+](=O)[O-])cc2)c1)C1CCCCC1	-2%	-3%	-29%	?	1%	-21%	-26	-17%	-3%
O=C(CNC(=S)N(CCCN1CCOCC1)Cc1cccs1)N1CCCC1	1%	6%	-20%	-2%	?	0%	0	-2%	-8%
C=CCNC(=S)N1N=C(c2ccco2)CC1c1ccco1 (configuration not stated)	6%[57.1 µM]	2%	-7%[2.22 µM]	-1%	-14%	3%	1	2%	-21%
Cn1cnnc1SCC(=O)c1ccc2c(c1)CCCC2	-5%	-2%	5%	-3%	-8%	2%	13	-20%	-2%
COc1ccc(-n2nnnc2C(c2ccnc3ccccc23)N2CCN(C/C=C/c3ccccc3)CC2)cc1 (configuration not stated)	-8%	/	?	?	0%	?	?	?	/
CC1(Cc2cc(Cl)ccc2C(F)(F)F)C(=O)Nc2cc(C(F)(F)F)ccc21 (configuration not stated)	-4%	/	-19%	-14%	-27%	?	20	21µM*	/
CCOc1cc(CNc2ccc3cn[nH]c3c2)ccc1OC	-24%	?	-27%	23%	?	-12%	-19	?	?
O=C(NCc1ccccc1)c1ccc(-c2ccccc2F)o1	-12%	21%	77%[activator]	-13%	0%	2%	-21	-3%	?
Nc1c2c(=O)oc(-c3ccccc3)cc2nn1-c1ccccc1	-16%	16µM*	69%[activator]	23µM*	12µM*	?	-99*	?	?
CCC(=O)NNc1nc2c(C)c(C)ccc2s1	2%	7%	-15%	0%	9%	-11%	15	2%	0%
O=C(O/N=C1\CCS(=O)(=O)c2sccc21)C1CC1	3%	-49%[inhibitor]	/	-2%	12%	5%	25	-5%	1%
O=C(NCc1ccccn1)c1cc(S(=O)(=O)N2CCCCCC2)ccc1Cl	4%	-8%	-3%	7%	-1%	3%	8	0%	3%
Fc1ccc(N2N=C(c3cccs3)CC2c2ccco2)c(F)c1 (configuration not stated)	0%	23µM*	-19%	?	-1%	3%	5	-28%	7.3µM*
Cc1cccc(Cc2c(C)nc3nc(SCC(=O)NCc4ccco4)nn3c2C)c1	-1%	-7%	2%	?	?	-3%	7	-21%	14%
Cc1nc(C(=O)N2CCCC(Nc3ccc(C)c(C)c3)C2)cs1 (configuration not stated)	3%	4%	-9%	1%	-12%	2%	40	2%	7%
O=C(Cn1cc(C(F)(F)F)cc(Cl)c1=O)Nc1cccc(S(=O)(=O)N2CCCCC2)c1	1%	-17%	-9%	-12%	-8%	3%	0	-5%	-3%
COCCNC(=O)Cn1cnc2ccc(S(=O)(=O)N3CCC(C)CC3)cc2c1=O	3%	-5%[9.22 µM]	-4%	1%	0%	9%	27	18%	?
Clc1ccc(OCCn2ccnc2)c2ccccc12	10%	-13%	-13%	16%	?	2%	0	?	1%
c1ccc(-c2ccccn2)nc1	-7%	?	-6%	0%	-3%	0%	17	-1%	-11%
CN1CCN(C(=O)CN(CCc2ccccc2)S(C)(=O)=O)CC1	-6%	-1%	-26%	5%	11%	-2%	11	0%	4%
Cc1ccc(C(=O)NC2CC(C)(C)NC(C)(C)C2)cc1	1%	-8%	-34%	1%	8%	3%	17	-1%	1%
O=C(NCCCNC(=O)c1cncc(O)c1)c1cncc(O)c1	?	-2%	-28%	-9%	-2%	1%	18	-1%	-4%
O=C(CCN1C(=O)/C(=C/c2cccc(Br)c2)SC1=S)NNC(=O)c1cccnc1	-11%	-9%	5%	-15%	-2%	-2%	-12	-4%	6%
CC(=O)Nc1ccc(NC(=O)C(C)OC(=O)CNS(=O)(=O)c2ccc(Br)cc2Cl)cc1 (configuration not stated)	-6%	-33%[inhibitor]	5%	38%	6%	-1%	i	-3%	-2%
CCn1c(=O)cc(OCC(=O)Nc2nc(C)cs2)c2ccccc21	0%	-8%	-4%	12%	4%	14%	4	7%	-4%
CCCCOCCCNC(=O)C[C@@H]1C[C@@]2(C(=O)OC)CCCCC=C2N(Cc2ccc3c(c2)OCO3)C1=O	7%	/	/	-6%	?	1%	-13	-4%	/
O=S(=O)(Cc1cc(Sc2ccccc2)nc(-c2ccccc2)n1)c1ccccc1	-2%	4%	1%	-15%	-25%	5%	0	5%	3%
NC(=O)C1CCN(C(=O)c2ccc3ccccc3c2)CC1	4%	3%	29%	8%	0%	18%	-9	11%	-19%
O=C(CN1CCOCC1)NN1CC(=O)N(c2ccc(Cl)cc2)CC1=O	-2%	-17%	1%	0%	26%	0%	-6	-3%	6%
CCN(CC)c1ccc(/C=N/n2c(=S)[nH]nc(C)c2=O)cc1	-6%	0%	-6%	3%	?	0%	-14	13%	2%
COc1ccc(CNc2nc(-c3cccnc3)nn2C(=O)C(C)C)cc1	-14%	9%	-7%	18%	28%	-3%	-21	1%	-6%
CN(C)C(=O)C(=O)c1cccn1-c1ccccc1C#N	-1%	0%	8%	2%	8%	20%	-14	12%	-4%
CN(C)C(=O)c1cc(C(=O)c2c(F)cccc2F)c[nH]1	-12%	-5%	1%	-2%	-14%	0%	-3	16%	0%
O=C1OCCC1Sc1nc2ccccc2c(=O)n1Cc1ccccc1 (configuration not stated)	-1%	-3%	/	-4%	-3%	-1%	0	3%	18%
COc1cccc(-c2cc3nc(NCc4ccccc4F)n(C)c(=O)c3s2)c1	-5%	/	0%	0%	-2%	-2%	-15	-11%	/

# New compounds follow.
smiles	WRN helicase inh	SW480 rerep	ATXN2 expr inh	KB-3-1 tox	KB-V1 MDR tox	HT1080-NT tox	IL-1B inflam inh	HT1080 IDH1KD tx	MCF10A rerep
CCC(C)(C)NC(=O)C(c1cccn1C)N(C(=O)Cn1nnc2ccccc21)c1ccc(OC)cc1OC (configuration not stated)	-2%	0%	2%	-5%	3%	11%	-9	9%	1%
CN(C)c1ccc(CNn2cnnc2SCC(=O)NC(C)(C)C)cc1	7%	-10%	-5%	11%	-11%	2%	-1	0%	-2%
CCOC(=O)C1CCN(c2c(NCc3ccc(C(=O)NC4CCCC4)cc3)c(=O)c2=O)CC1	0%	-3%	-7%	0%	?	-16%	-2	-2%	-3%
O=C(CN1CCOCC1)N/N=C/c1ccccc1	-3%	0%	-25%	8%	-16%	1%	6	-4%	-2%
Cc1cc(C)n(CC(O)COc2ccc(C(C)(C)C)cc2)n1 (configuration not stated)	2%[11.6 µM]	-3%	/	2%	27%	1%	2	3%	-2%
CC(C)CC(NC(=O)C(COCc1ccccc1)NC(=O)OC(C)(C)C)C(=O)NN (configuration not stated)	-6%	-61%	/	3%	0%	8%	-6	6%	-13%
COc1ccc(OCC(=O)NNC(=O)c2cc3ccccc3o2)cc1	4%	-2%	8%	-9%	0%	3%	10	9%	2%
Cc1ccc(C)c(S(=O)(=O)N2CCN(C(=O)CSc3ccccc3)CC2)c1	-35%	1%	-10%	8%	-10%	1%	0	-7%	3%

# An unsorted share of the library. About 12% of those tested had a hit in this group.
